Source: PubChem (Broad Institute)
ARNT TACC3 PPI: ARNT/TACC3 interaction disruption; Q9Y6A5; inhibition, % at 9.99 µM; 0.66% of 390,000 active; AID 623870; AlphaScreen His-ARNT PAS-B/GST-TACC3 binding, luminescence; TACC3 fragment carries E629A point mutation;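 active means mean inhibition of replicates at least 50% and at least half of replicates each reaching 50%; inconclusive means half or more replicates reach 50% but mean below 50%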;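 further: 0% = complete ARNT plus TACC3 wells and 100% = ARNT alone without TACC3; many hits fall short of the cut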
ERAP1 HTS inh: ERAP1 (human) enzyme inhibition; Q9NZ08; recombinant ERAP1, Leu-AMC fluorescence, 60 min; inhibition, % at 10.7 µM; 0.15% of 340,000 active; AID 652197;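 active means mean replicate inhibition of at least 30%, or all replicates individually reaching that 30% level; inactive means mean below 30% and not every replicate reaching it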;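 further: 0% = neutral control wells and 100% = L-leucinethiol positive control wells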
Target sequence (Q9NZ08 whole entry, looked up): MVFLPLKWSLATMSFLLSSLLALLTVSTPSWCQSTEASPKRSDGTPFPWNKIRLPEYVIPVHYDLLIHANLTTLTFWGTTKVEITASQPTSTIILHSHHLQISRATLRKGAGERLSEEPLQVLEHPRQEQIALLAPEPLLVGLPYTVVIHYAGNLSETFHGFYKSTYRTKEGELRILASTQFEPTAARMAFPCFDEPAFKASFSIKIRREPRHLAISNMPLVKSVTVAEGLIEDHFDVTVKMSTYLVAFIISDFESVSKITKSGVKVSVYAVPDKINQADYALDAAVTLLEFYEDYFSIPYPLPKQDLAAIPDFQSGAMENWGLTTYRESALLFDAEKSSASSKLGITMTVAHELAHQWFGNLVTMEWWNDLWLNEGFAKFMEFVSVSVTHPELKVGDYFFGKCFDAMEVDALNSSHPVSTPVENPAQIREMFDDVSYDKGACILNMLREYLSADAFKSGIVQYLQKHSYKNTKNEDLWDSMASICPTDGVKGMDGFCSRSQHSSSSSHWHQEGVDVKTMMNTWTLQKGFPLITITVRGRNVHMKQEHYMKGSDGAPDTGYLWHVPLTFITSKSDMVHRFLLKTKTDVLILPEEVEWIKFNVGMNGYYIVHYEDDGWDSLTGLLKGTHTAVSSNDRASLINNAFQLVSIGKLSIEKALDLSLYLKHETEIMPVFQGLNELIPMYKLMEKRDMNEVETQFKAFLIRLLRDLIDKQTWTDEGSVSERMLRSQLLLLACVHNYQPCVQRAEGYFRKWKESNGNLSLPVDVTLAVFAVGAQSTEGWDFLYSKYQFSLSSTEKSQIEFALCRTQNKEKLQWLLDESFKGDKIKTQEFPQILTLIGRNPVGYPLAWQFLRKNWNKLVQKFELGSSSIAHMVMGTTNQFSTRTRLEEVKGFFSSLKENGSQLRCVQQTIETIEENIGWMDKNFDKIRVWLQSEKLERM
RAD52 inh: blocks human RAD52 DNA annealing; P43351; recombinant RAD52 DNA annealing, FRET fluorescence; inhibition, % at 18.7 µM; 0.46% of 360,000 active;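 active means every replicate showing at least 50% inhibition; inconclusive means mean inhibition at least 50% but not in every replicate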
CFTR F508del cor: CFTR F508del correction in bronchial cells; CFBE cells, YFP halide quenching; stimulated with forskolin plus potentiator P3; % fluorescence drop versus neutral controls; activity (quench increase), % at 7.58 µM; 0.36% of 350,000 active; AID 720511;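 active means mean added fluorescence quench of at least 8% versus neutral control, with both replicates also reaching 8%; inconclusive means only one of the mean or replicate conditions met; inactive means mean below 8% and not both replicates reaching 8%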;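 further: cells transiently co-express mutant CFTR-F508del with the halide-sensitive YFP; corrector assay measuring rescue of mutant channel to the surface after 24 h compound exposure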
XiGFP reactiv: X-chromosome reactivation activator; 0.055% of 360,000 active; activation, % at 7.58 µM; AID 743238; XiGFP mouse fibroblasts, % GFP-positive cells imaging, 3 d; cells co-treated with 5-aza-dC sensitizer; scaled so ellipticine positive control = 100%;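 active means mean normalized replicate activation at least 10% and every replicate at or above 10%; inconclusive means only one of the two criteria met; inactive means mean below 10% and not all replicates reach 10%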;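 further: 0% = median of on-plate neutral control wells and 100% = ellipticine 6 µM median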
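System: 68-5-11 XiGFP fibroblast line; Timing: 3 days compound exposure; Compound dosing: one concentration, pinned; Benchmarks: positive control ellipticine, 6 µM final; Buffer or medium: DMEM containing 5-aza-dC.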
INS-1E GSIS act: primary screen for activators of insulin secretion dependent on glucose, INS-1E cells, GLuc reporter luminescence | INS-1E GLuc reporter insulin secretion, 2-3 h | activation, % at 16.6 µM | 0.61% of 370,000 active | AID 743287;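 active means lowest replicate activation of at least 40%, so every replicate reaches that level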;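 further: 0% = median of neutral control wells and 100% = median of IBMX positive control wells; some compounds called inactive have numbers as strong as hits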
RAD54 inh: blocks human RAD54 Holliday junction branch migration. Q92698. FAM/BHQ fluorescence. inhibition, % at 10.4 µM. 0.14% of 360,000 active. AID 602329;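 active means mean normalized replicate activity at least 40 and at least half of replicates scoring 40 or more; inconclusive means only one of the two criteria met; inactive means mean below 40 and under half of replicates reaching 40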;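 further: 0% = median of neutral control wells and 100% = median of positive control wells; inhibitors cause a drop in the FAM fluorescence signal; in these data hits start at about 50%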
esBAF inh: SWI/SNF esBAF complex inhibition | reporter increase, % at 12.5 µM | 2% of 350,000 active | mouse ES cells, Bmi1-luciferase knock-in reporter, 24 h; 100% = twice the neutral-well signal | AID 602393; in the data active means activation above about 40%; inconclusive means no clear call, values can overlap the other calls;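 further: 0% = median of the plate's neutral control wells and 100% = double that signal; a rise in the Bmi1 reporter signal indicates esBAF inhibition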
Numbers without * were called inactive; ? = inconclusive; / = no result given; & = joins results of further samples.

SMILES | ARNT TACC3 PPI | ERAP1 HTS inh | RAD52 inh | CFTR F508del cor | XiGFP reactiv | INS-1E GSIS act | RAD54 inh | esBAF inh
CCOc1ccc(NC(=O)NCc2ccco2)cc1 | / | 2 | -8 | / | 0.2 | -3 | -1 | 22
COc1ccc(NC(=O)CSc2nc3c(c(=O)n2-c2ccccc2OC)SCC3)cc1 | -3 | 6 | -5 | 0.8 | -0.1 | / | 6 | -2
COc1ccc(S(=O)(=O)N2CCCCN3[C@@H](CO)[C@H](c4ccc(-c5cccnc5)cc4)[C@@H]3C2)cc1 | -1 | -1 | -15 | 1.8 | 0.0 | -2 | 0 | /
Cc1ccc(N2C(=O)c3ccccc3C2Nc2ccc(S(=O)(=O)N3CCOCC3)cc2)nc1 (centres undefined) | -2 | -2 | -12 | -0.7 | 0.7 | -9 | -2 | ?
CCn1c(=O)c(CCC(=O)NCCN2CCOCC2)c(C)c2c(C)nn(-c3cccc(C)c3)c21 | 4 | 1 | -11 | -1.1 | 0.0 | 0 | -11 | -11
Cc1cccc(C(=O)NC2CC3CCCC(C2)N3Cc2ccccc2)c1 (centres undefined) | -6 | -1 | -2 | 0.4 | 0.0 | / | 1 | -1
Cc1cc(C)nc(SC(C)CNS(=O)(=O)c2ccccc2)n1 (centres undefined) | 1 | -1 | -16 | -1.5 | -0.1 | 20 | / | /
C=C1C(=O)[C@]23C[C@H]1CCC2[C@]1(C)CCC[C@@](C)(C(=O)O)C1C[C@@H]3O (some centres undefined) | / | 0 | -7 | -30 | 1.7 | 16 | 2 | -27
COc1ccc(C(=O)NCC(=O)NCc2ccncc2)cc1 | -3 | 3 | -11 | 1.8 | 0.0 | -12 | -5 | 9
O=C(CSc1nnc(C2CC2)n1CC1CCCO1)Nc1ccc(Cl)cc1 (centres undefined) | / | -1 | -14 | -1.6 | 0.0 | -5 | 4 | 8
CCN1CCN(C2=C(NS(=O)(=O)c3ccc(Br)cc3)C(=O)c3ccccc3C2=O)CC1 | 40 | 3 | -3 | 1.2 | 0.0 | -1 | -1 | 2
COc1ccc(/C=C2\Oc3cc(OCC(=O)N4CC(O)C[C@H]4C(=O)O)ccc3C2=O)c(OC)c1OC (some centres undefined) | 8 | 7 | 4 | 2.0 | / | 7 | 8 | 0
COc1cc(NC(=O)c2cc(C)no2)cc(OC)c1OC | -14 | -1 | 3 | -0.2 | 0.3 | -1 | -2 | -10
COc1ccc(C2=NS(=O)(=O)N(C)C(C(=O)NC3CCCCC3)=C2)cc1 | 10 | 0 | -2 | 3.1 | 0.1 | -13 | -5 | -2
O=C(COC(=O)c1cc([N+](=O)[O-])ccc1N1CCOCC1)Nc1ccccc1OC(F)F | 5 | -4 | -6 | 3.3 | 0.2 | 10 | / | 0
COCC(=O)N(C)C[C@@H]1Oc2ncc(C#CC3(O)CCCC3)cc2C(=O)N([C@H](C)CO)C[C@@H]1C | -3 | -1 | 1 | -1.2 | -0.4 | -4 | -3 | -1
O=C(CNC(=O)c1sc2ccccc2c1Cl)NCc1cccnc1 | -4 | -2 | -28 | 4.3 | 0.7 | -2 | 0 | 3
Cc1cccc(-n2cnc3cc(C(=O)N4CCCCC4)ccc32)c1 | -5 | / | / | / | / | -8 | -7 | 44*
CCCN1CCN(CCCNC(=O)C2CCN(c3nnc(-n4c(C)ccc4C)s3)CC2)CC1 | 11 | -4 | 58* | 2.9 | 0.1 | 3 | -14 | -1
O=C1c2ccccc2S(=O)(=O)N1Cc1c(F)cccc1Cl | -12 | 2 | 1 | -2.8 | 0.3 | 0 | 4 | /
CCn1c(=O)c(C(=O)CN2CCN(S(=O)(=O)c3cc(C)ccc3C)CC2)c(N)n(Cc2ccccc2)c1=O | -1 | -7 | -14 | / | 0.2 | -31 | / | /
CC1CCc2c(nc3ncnn3c2N2CCN(c3ccccc3)CC2)C1 (centres undefined) | 4 | 4 | -4 | / | / | 5 | 4 | -3
Cc1nn(-c2ccc(F)cc2)c(C)c1CN1CCN(CCc2ccccc2)C(CCO)C1 (centres undefined) | 4 | -3 | -3 | -0.7 | 0.0 | -42 | / | /
O=C(C[C@H]1CC[C@@H](NC(=O)c2cccc(F)c2)[C@@H](CO)O1)NCCN1CCCC1 | -6 | -2 | -9 | 1.9 | 0.4 | 20 | 15 | 1
O=C(C1CCCC1)N1CCC(CC2CC(c3cccc(Br)c3)=NO2)(C(=O)NCC2CCCCC2)CC1 (centres undefined) | -4 | -6 | -14 | 1.3 | 0.2 | -12 | -7 | 8

More structures
SMILES | ARNT TACC3 PPI | ERAP1 HTS inh | RAD52 inh | CFTR F508del cor | XiGFP reactiv | INS-1E GSIS act | RAD54 inh | esBAF inh
CCOC(=O)CCNC(=O)Nc1ccc2nc(C)n(Cc3cccc(Cl)c3)c(=O)c2c1 | -27 | / | / | / | / | -20 | 19 | 10
NC(=O)c1c(NC(=S)Nc2ccc(F)cc2)sc2c1CCCC2 | 0 | 11 | -4 | 2.0 | 0.0 | 12 | -5 | -2
Cc1ccc(-n2c(=O)c3c(c4cc(C)ccc4n3C)n(CC(=O)NCC3CCCO3)c2=O)cc1 (centres undefined) | / | -2 | -8 | 4.6 | 0.2 | / | 2 | 2
CCCN(CC(=O)Nc1ccccc1C)C(=O)C1CC(=O)N(c2cccc(C)c2C)C1 (centres undefined) | -4 | 1 | -9 | 2.5 | 0.2 | -5 | / | /
O=C(NC(=S)NC1CCSC1=O)c1cccc([N+](=O)[O-])c1 (centres undefined) | 1 | 0 | -9 | 0.2 | -0.1 | 2 | 2 | /
OCCNc1ncnc2c1sc1nc(N3CCOCC3)c3c(c12)CCC3 | -7 | 1 | 34 | 3.5 | 0.1 | 2 | -12 | -3
CC(NC(=O)Cn1cccc1C(=O)c1ccccc1)c1ccccc1 (centres undefined) | 0 | -2 | -6 | 0.9 | 0.0 | -9 | 0 | -4
CCCCn1c(N)c(N(CCOC)C(=O)C2CC(=O)N(c3cccc(SC)c3)C2)c(=O)[nH]c1=O (centres undefined) | -3 | -4 | 0 | 3.7 | 0.0 | 14 | / | 0
C[C@H](CO)N1C[C@H](C)[C@@H](CN(C)S(=O)(=O)c2cccs2)Oc2c(NC(=O)Nc3ccccc3)cccc2C1=O | 1 | / | / | -1.2&0.4 | 0.2&0.1 | -17&-12 | -9 | 1&5
COc1ccc(CNC(=O)c2cccc(NC3=NC4CS(=O)(=O)CC4S3)c2)cc1 (centres undefined) | 9 | 2 | -5 | 2.8 | 0.0 | 4 | 11 | -3
CC1(C)CC(=O)C2=C(C1)OC(N)=C(C#N)C2c1ccc2c(c1)OCO2 (centres undefined) | -6 | 2 | -12 | -0.5 | 0.0 | 24 | -1 | 7
CC(OC(=O)c1cc(=O)[nH]c2ccccc12)c1ccccc1 (centres undefined) | -11 | 1 | -4 | -0.5 | / | -7 | 13 | 27
O=C(c1ccccc1OC(F)F)N1CCN(S(=O)(=O)c2ccc3c(c2)OCCCO3)CC1 | / | 2 | -7 | -7.2 | 0.0 | -7 | 12 | 1
Cc1ccccc1C(=O)Nc1ccc(C(=O)N/N=C/c2ccc(F)cc2)cc1 | -3 | -1 | -5 | 0.1 | 0.1 | 21 | / | /
O=S(=O)(c1ccccc1C(F)(F)F)N1CCN(c2ncnc3sccc23)CC1 | -4 | -5 | -61 | 0.8 | 0.5 | / | -1 | -24
Cn1cc(/C=N/NC(=O)c2ccc(C#N)cc2F)c2ccccc21 | -1 | 1 | -7 | -0.4 | 0.0 | -12 | / | -6
CCOC(=O)c1c(N)sc(C(=O)N(CC)CC)c1C | 8 | 0 | -3 | 0.8 | 0.5 | -9 | -10 | 1
Cc1ccc(C2CC(c3ccccc3)n3ncnc3N2)cc1 (centres undefined) | 11 | / | -9 | -1.7 | 0.3 | 5 | -11 | 7
CC(=O)C1=C(C)N=c2s/c(=C/c3ccc4c(c3)OCO4)c(=O)n2C1c1ccc(N(C)C)cc1 (centres undefined) | 0 | -3 | -26 | 3.1 | -0.1 | -35 | -2 | 0
COC(=O)C1=C(COc2ccccc2)NC(=O)NC1c1ccc(Cl)cc1 (centres undefined) | / | / | -3 | -0.4 | -0.3 | -10 | / | /
CC(C)NC(=O)Nc1ccc2c(c1)C(=O)N([C@H](C)CO)C[C@@H](C)[C@H](CN(C)S(C)(=O)=O)OCCCC[C@H](C)O2 | 7 | -4 | 6 | 1.5 | 0.0 | 22 | 1 | 0
O=C(N/C(=C\c1ccc2c(c1)OCO2)C(=O)N1CCOCC1)c1cccs1 | -5 | / | / | / | / | 4 | 3 | 11
CCCn1cc(S(=O)(=O)c2ccccc2)c(=O)c2cc(F)c(N3CCN(C)CC3)cc21 | 8 | -1 | -2 | 2.0 | 0.2 | -13 | -15 | 3
COc1ccc2[nH]c(C)c(CCN(Cc3cccs3)C(=S)Nc3ccccc3)c2c1 | -8 | 2 | -135 | 2.6 | 0.0 | / | -33 | -12
COc1ccc(N(C(=O)c2cccnc2)S(=O)(=O)c2ccc(OC)c(OC)c2)cc1 | -1 | 0 | -19 | 1.8 | 0.2 | 17 | -7 | 0

Next part.
SMILES | ARNT TACC3 PPI | ERAP1 HTS inh | RAD52 inh | CFTR F508del cor | XiGFP reactiv | INS-1E GSIS act | RAD54 inh | esBAF inh
Cc1c(NC(=S)NC(=O)c2cccc([N+](=O)[O-])c2)c(=O)n(-c2ccccc2)n1C | 31 | -2 | -2 | -0.8 | -0.1 | -15 | 7 | -8
Cc1ccc(OCCn2cc(/C=C(\C#N)C(=O)NCC3CCCO3)c3ccccc32)cc1C (centres undefined) | 7 | -4 | 9 | / | 0.5 | / | -16 | /
CC(C)[C@H](NC(=O)NC1CCN(Cc2ccccc2)CC1)C(=O)O | -1 | 2 | -35 | 1.1 | 0.1 | 2 | / | /
CCC(C)CCN1CCN=C1Nc1ccccc1 (centres undefined) | 4 | / | -6 | 2.3 | 0.0 | -4 | -5 | 3
NS(=O)(=O)c1ccc(CCNC(=O)COC(=O)Cc2c(F)cccc2Cl)cc1 | 5 | 1 | 0 | 1.5 | 0.0 | 3 | -1 | 0
Cc1ccc(S(=O)(=O)N2CCN(Cc3csc(C)n3)CC2)cc1 | 2 | -3 | 4 | -0.2 | 0.0 | 13 | 3 | 1
O=C(O)CCC(=O)Nc1ccccc1Oc1ccccc1 | -8 | 0 | -13 | -1.2 | 0.5 | 24 | / | /
Cc1ccccc1CCN(C(=O)c1csnn1)C(C(=O)NC1CCCC1)c1ccncc1 (centres undefined) | -5 | 3 | -9 | 3.9 | -0.1 | 1 | -5 | 1
C[C@@H]1CN([C@@H](C)CO)S(=O)(=O)c2ccc(C3=CCCC3)cc2O[C@@H]1CN(C)C | -2 | -6 | 6 | 1.0 | -1.1 | 11 | 9 | -6

Four entries out of the list, arranged by SMILES length, ascending.
SMILES | ARNT TACC3 PPI | ERAP1 HTS inh | RAD52 inh | CFTR F508del cor | XiGFP reactiv | INS-1E GSIS act | RAD54 inh | esBAF inh
CCC(C)CCN1CCN=C1Nc1ccccc1 (centres undefined) | 4 | / | -6 | 2.3 | 0.0 | -4 | -5 | 3
Cc1ccc(S(=O)(=O)N2CCN(Cc3csc(C)n3)CC2)cc1 | 2 | -3 | 4 | -0.2 | 0.0 | 13 | 3 | 1
CC(C)[C@H](NC(=O)NC1CCN(Cc2ccccc2)CC1)C(=O)O | -1 | 2 | -35 | 1.1 | 0.1 | 2 | / | /
Cc1c(NC(=S)NC(=O)c2cccc([N+](=O)[O-])c2)c(=O)n(-c2ccccc2)n1C | 31 | -2 | -2 | -0.8 | -0.1 | -15 | 7 | -8
